PMI inhibition – MPI inhibition at elevated mannose 6-phosphate – biochemical, fluorescence intensity, high mannose 6-phosphate, primary screen (AID 1220); recombinant PMI enzyme, coupled fluorescence intensity; higher % means a stronger effect; inhibition, % at 20 µM, or IC50 in µM where a hit was titrated; hit rate 0.66% among 190,000
Insulin prom up – MIN6 insulin promoter up-regulation; MIN6 insulin promoter-GFP reporter, high-content imaging; hits give high values; z-score at 5 µM; hit rate 0.3% among 190,000;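 active means z-score above 3 at 5 µM with at least 500 cells counted in the well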
TNAP activators – human TNAP enzyme activators, primary screen, biochemical, luminescent, no phosphate acceptor, uHTS (AID 1001); purified TNAP, luminescent activation assay, no phosphate acceptor; higher activation fold means a stronger effect; one-dose activation fold at 20 µM; EC50 in µM for titrated hits; hit rate 0.03% among 200,000; in the data active means activation fold from about 3, or a potency from the dose series; inactive means the rest, 99 in 100 with activation fold below about 1.6; further: many of its hits are not listed in these tables
Autophagy mod – alters autophagy in cells | MEF GFP-LC3 puncta imaging; test concentration mostly 10 µM | calls only at 10 µM (by protocol) | hit rate 0.98% among 190,000 | AID 463193;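 active means percentage of spot-positive cells more than 3 SD above its plate mean, without a fluorescence outlier flag or 80% toxicity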;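 further: spot-positive cell cutoff set from DMSO-treated cells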
MT stabilizer – microtubule stabilizers in HeLa cells; AID 2205; hit rate 0.83% among 200,000; % tubulin-high responders, % at 10 µM; HeLa tubulin immunostaining HCS, 24 h; share of cells brighter than vehicle mean+2SD;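 active means plate Z-score above 3 for both tubulin-high and condensed-nucleus cell shares, with cell loss under 80%, at 10 µM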;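 further: anti alpha tubulin signal scored within the nucleus-defined area of each cell; some results filed as inactive read as strong as hits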
human PMI inhibition – inhibitors of human PMI, primary screen, biochemical, fluorescence intensity, coupled assay (AID 1209); purified PMI enzyme, coupled fluorescence intensity; higher % means a stronger effect; inhibition, % at 20 µM; hits with a dose series show IC50 in µM; hit rate 0.42% among 190,000;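 further: plate controls were DMSO vehicle for no effect and wells lacking substrate for full effect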
Lipid droplet – modulators of hepatic lipid droplet formation; AID 1656; hit rate 0.4% among 240,000; AML12 mouse hepatocytes, oleate lipid droplets, BODIPY imaging; inhibition, % at 6.5 µM;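 active means lipid droplet intensity inhibited by at least 50%, with more than 500 cells counted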
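Material – mouse AML12 hepatocyte cell line, fixed after treatment · Compound dosing – one dose, 6.5 µM compound · Times – compound with oleate, overnight · Measured by – Image-based BODIPY and DAPI two-channel analysis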
T cell modulator – T cell immune modulation candidate. 2C CD8+ T cell-vesicle binding, flow cytometry; hits give low values. AID 2052. calls only at 7 µM. hit rate 0.068% among 330,000;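 active means response, share of CD8 T cells binding vesicles, and their 90th percentile fluorescence all below set limits, cut at about 80% in these data, passing the limit was not always enough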
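System: murine 2C transgenic CD8+ T lymphocytes; also added: QL9-loaded Drosophila micro-vesicles; times: binding 1.5 h at 37 °C; measured by: flow cytometry, PE anti-B7-1 (FL2) versus Alexa647 anti-CD8 (FL8), PFA-fixed; control set: Peptide-free naked vesicles (low) and QL9 vesicles with 0.7% DMSO vehicle (high)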
bCat nuc transl – modulators of beta-catenin nuclear translocation | AID 1665 | nuclear translocation activity, % at 5 µM | hit rate 0.3% among 190,000 | HeLa beta-catenin nuclear translocation, immunofluorescence imaging;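 active means nuclear translocation activity above 50% at 5 µM, with a well cell count of 50 or more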;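 further: per-cell ratio of nuclear to cytoplasmic median beta-catenin stain intensity; plate controls were DMSO negative control for no effect and GSK-3 inhibitor IX positive control for full effect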
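test system = HeLa cells, endogenous beta-catenin | dosing = single 5 µM dose plus 0.02–20 µM confirmation series | times = compound treatment 24 h, 37°C, 5% CO2 | technique = beta-catenin immunofluorescence imaging with DAPI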
Insulin prom up cell count – second read-out of Insulin prom up, no call of its own (marks repeat the call); cell count; measured here: cytotoxicity, nuclei count;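 total cells summed across four imaged fields per well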
Lipid droplet cells 6.5 µM – also measured in Lipid droplet; calls as there; cell count; measured here: cell count, cytotoxicity flag;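 cells counted across two imaged fields per well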
bCat nuc transl cell count 5 µM – also measured in bCat nuc transl; calls as there; cell count; measured here: cell count, cytotoxicity flag
T cell modulator vesicle-bound % – recorded beside T cell modulator, whose call it bears; double positive events, %; measured here: CD8+ vesicle-bound cell fraction;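 binding gate set so that unloaded-vesicle control wells show 10% double positive cells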
MT stabilizer Hoechst-high % – also measured in MT stabilizer; calls as there; % Hoechst-high responders; measured here: nuclear condensation Hoechst responders;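 share of cells brighter than vehicle mean plus two SD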
MT stabilizer cytotoxicity % – second read-out of MT stabilizer, no call of its own (marks repeat the call); toxicity, %; measured here: cytotoxicity by cell density;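 0% = mean cell density of plate MIN control wells and 100% = no cells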
Autophagy mod cell loss 18 h – second read-out of Autophagy mod, no call of its own (marks repeat the call); toxicity, %; measured here: cell loss, nuclei count;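 cell loss after 18 h compound exposure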
Active calls of the source: *; i = inactive; · = not tested or not shown. Unless noted, no stated cut-off is given here; in the data, active means inhibition above about 50%; inactive means the rest.

SMILES | PMI inhibition | Insulin prom up | Insulin prom up cell count | TNAP activators | Autophagy mod | Autophagy mod cell loss 18 h | MT stabilizer | MT stabilizer Hoechst-high % | MT stabilizer cytotoxicity % | human PMI inhibition | Lipid droplet | Lipid droplet cells 6.5 µM | T cell modulator | T cell modulator vesicle-bound % | bCat nuc transl | bCat nuc transl cell count 5 µM
COc1ccc(-n2cc(CN[C@H]3CCCCNC3=O)c(-c3cccc(F)c3)n2)cc1 | · | -0.47 | 1067 | · | · | · | · | · | · | · | 10 | 704 | i | 45 | 0.6 | 1300
O=C(CCCOc1ccccc1)Nc1ccc(S(=O)(=O)Nc2ccccn2)cc1 | 5% | -0.04 | 1248 | 1.1 | i | 5 | 3.9 | 3.1 | 15 | -8% | 23 | 680 | i | 52 | -1.1 | 1135
S=c1[nH]nc(-c2cc(-c3ccccc3)n[nH]2)n1/N=C/C=C/c1ccco1 | · | -0.08 | 1427 | · | · | · | · | · | · | · | 0 | 682 | i | 23 | -3.4 | 1229
COc1cccc(-c2cc(-c3cccnc3)nc(N)c2C#N)c1 | · | -0.22 | 1124 | · | · | · | · | · | · | · | 2 | 762 | i | 38 | -0.7 | 1344
CC(C)(C)c1ccc(CCC(CC(=O)O)CC(=O)O)cc1 | -2% | 0.8 | 1555 | 1.1 | i | 22 | 2.1 | 2.0 | 7.8 | 3% | · | · | i | 12 | -0.1 | 1478
CN(Cc1ccccc1)C(=O)NC1CCCCC1 | -8% | · | · | 1.1 | i | -17 | 3.5 | 2.3 | 6.3 | -8% | -12 | 700 | i | 32 | -1.1 | 1014
Cc1ccc(/C=C/C2=NN(C)C(=O)CC2)cc1 | -3% | -0.61 | 1258 | 1.1 | i | -7 | 2.4 | 2.8 | 2.8 | -13% | -2 | 693 | i | 56 | -4.6 | 1112
Cc1ccc(CNCC2CCCO2)o1 (stereo not given) | 9% | 0.81 | 1562 | 1.1 | i | 13 | 3.9 | 2.3 | 6.6 | 4% | · | · | i | 4 | 1.0 | 1485
CCOC(=O)c1ccc(NC(=S)N2CCSC2c2ccc(Br)cc2)cc1 (stereo not given) | 2% | 0.6 | 1190 | 0.9 | i | 8 | 2.4 | 2.5 | 4.7 | 7% | -28 | 601 | i | 41 | 0.5 | 938
CC(C)(C)OC(=O)NCCCCCc1nnc(SCc2ccccc2)o1 | · | 0.61 | 952 | · | · | · | · | · | · | · | 9 | 751 | i | 40 | 1.1 | 1306
CCc1ccccc1-n1c(SCC(=O)Nc2ccc3c(c2)OCCO3)nc2[nH]ncc2c1=O | 4% | -0.93 | 1350 | 1.2 | i | -10 | 5.6 | 1.9 | 3.9 | 9% | · | · | i | 10 | · | ·
O=C(Cn1cnc2cc([N+](=O)[O-])ccc2c1=O)NCCc1ccc(Cl)cc1 | 4% | 0.23 | 1476 | 1.1 | i | 10 | 5.2 | 3.2 | 9.7 | 5% | -12 | 723 | i | 25 | 0.3 | 1483
Cn1c(-[n+]2c(-c3ccccc3)cc(-c3ccccc3)cc2-c2ccccc2)nc2c([N+](=O)[O-])cccc21 | -50% | -0.12 | 1111 | 1 | i | 8 | 3.5 | 0.8 | 7.9 | -17% | -31 | 658 | i | 55 | -3.5 | 583
Cc1cc(C)c(NC(=O)CSc2ccc(-c3cccnc3)nn2)c(C)c1 | 4% | 0.09 | 1132 | 1 | i | 9 | 2.8 | 2.3 | 8.2 | -12% | -33 | 702 | i | 50 | -0.7 | 1138
O=C(c1ccccc1)N(Cc1ccc(F)cc1)C1CCS(=O)(=O)C1 (stereo not given) | -8% | -1.1 | 805 | 1.1 | i | -4 | 1.1 | 1.3 | 7.3 | -1% | · | · | i | 11 | 3.5 | 749
CCCc1cc(=O)n2[nH]c(-c3ccc(C)cc3)cc2n1 | 1% | 0.48 | 1562 | 1.1 | i | 7 | 3.4 | 2.4 | 10 | -15% | · | · | i | 59 | -6.0 | 746
O=C(COc1ccccc1)NC(=S)Nc1cccc(NC(=O)c2ccccc2Cl)c1 | 22% | -0.28 | 1463 | 1.1 | i | -6 | 4.3 | 2.5 | 8.0 | 17% | -6 | 517 | i | 10 | 1.1 | 1102
O=C1CNC(=O)/C1=C\c1ccc(O)cc1 | -4% | -0.28 | 1539 | 0.7 | i | -14 | 2.7 | 2.2 | 6.5 | 1% | 18 | 650 | i | 45 | 0.8 | 1093
S=C(NCCN1CCOCC1)Nc1ccc(Cl)cc1Cl | -5% | -0.04 | 1472 | 1.1 | i | -2 | 2.0 | 1.8 | 4.3 | 1% | 4 | 738 | i | 54 | -5.0 | 547
CCOc1ccc(-n2c(O)c(/C=N/NC(=O)C3COc4ccccc4O3)c3ccccc3c2=O)cc1 (stereo not given) | -5% | · | · | 1.1 | i | -5 | 4.4 | 3.0 | 7.5 | 1% | -8 | 637 | i | 4 | 2.3 | 1083
COc1ccc(NC(=O)CSc2nnc(Cc3cccn3C)n2-c2ccc(OC)cc2)cc1 | 18% | 0.64 | 1436 | 1 | i | -5 | 2.4 | 2.3 | 11 | 18% | 3 | 691 | i | 20 | -2.0 | 1095
C=CCNC(=O)c1onc(CSc2ccc(Cl)cc2)c1C(=O)O | 1% | -0.28 | 1428 | 1.1 | i | -3 | 3.4 | 1.6 | 2.6 | 5% | · | · | · | · | -1.6 | 1345
O=C(COc1ccccc1[N+](=O)[O-])Nc1cc(Cl)ccc1C(=O)O | -8% | 0.71 | 1381 | 1 | i | 21 | 3.5 | 2.8 | 1.3 | -4% | -2 | 642 | i | 19 | -3.2 | 923
OCCn1c(SCCOc2ccccc2F)nc2ccccc21 | 8% | 0.3 | 1315 | 1.1 | i | 17 | 3.0 | 2.5 | 5.8 | 5% | -16 | 626 | i | 14 | -0.1 | 981
N#Cc1c(N2CCN(C(=O)c3ccccc3Cl)CC2)nc(-c2ccccc2)c2c1CCCC2 | 13% | -0.16 | 1406 | 1.1 | i | 1 | 1.5 | 1.5 | 7.9 | 13% | · | · | i | 18 | 0.9 | 1439
CC(=O)c1cccc(NC(=S)NC(=O)c2ccc(Br)cc2)c1 | -5% | 0 | 1322 | 0.9 | i | 11 | 2.9 | 1.7 | 2.4 | -7% | -11 | 648 | i | 44 | -1.2 | 985
O=C(O)CSc1c(-c2ccccc2)c2cc(Cl)ccc2[nH]c1=O | -2% | 0 | 1486 | 1.1 | i | 9 | 3.4 | 1.6 | 1.7 | 8% | -2 | 623 | i | 39 | -0.7 | 1127
CCCCn1c(N)c(NCC(C)C)c(=O)[nH]c1=O | -5% | -0.33 | 1448 | 1 | i | 1 | 4.6 | 1.9 | 7.1 | 10% | 12 | 680 | i | 44 | -1.7 | 1040
O=C(Nc1cccc([N+](=O)[O-])c1)C12CC3CC(C1)CC(n1cnc([N+](=O)[O-])n1)(C3)C2 | 9% | 0.32 | 1576 | 1.1 | i | -2 | 2.6 | 1.6 | 5.8 | 10% | · | · | i | 15 | -1.2 | 1421
Cc1nc2ccc(NC(=O)COc3cccc(F)c3)cc2s1 | 3% | -0.07 | 1222 | 1.1 | i | -2 | 4.6 | 2.0 | 8.5 | 1% | -1 | 692 | i | 31 | 7.0 | 921
COc1ccccc1CNC(=O)C(=O)NCC(c1ccco1)N1CCOCC1 (stereo not given) | -11% | -0.43 | 1354 | 1.1 | i | 4 | 5.9 | 1.5 | 6.0 | -7% | 11 | 717 | i | 45 | -2.0 | 1133
c1csc(C2C3=C(Nc4ncnn42)c2ccccc2OC3)c1 (stereo not given) | -79% | -0.45 | 1151 | 1 | i | -5 | 1.4 | 0.5 | 4.6 | -57% | · | · | i | 47 | -1.8 | 1122
C=CCOC(=O)/C=C/C(=O)NC(N)=O | · | 0.39 | 980 | · | · | · | · | · | · | · | 0 | 836 | i | 20 | 0.9 | 1299
CCC(=O)Nc1nc(-c2cc([N+](=O)[O-])cs2)cs1 | -11% | 0.33 | 1093 | 1.1 | i | -8 | 1.6 | 0.6 | 5.6 | -27% | 18 | 643 | i | 23 | -0.4 | 949
CCN(CC)C(=O)c1sc2c(c1C)c(=O)n(-c1ccc(OC)cc1OC)c(=O)n2CC(=O)c1ccccc1 | 5% | -0.53 | 1252 | 1.1 | i | 2 | 1.6 | 1.7 | 6.9 | 11% | -2 | 711 | i | 31 | -0.4 | 1082
O=S1(=O)CCC(SCc2nc3sccn3c2Br)C1 (stereo not given) | 4% | 0.53 | 1416 | 1.1 | i | -5 | 1.0 | 1.7 | 13 | 2% | · | · | i | 29 | -2.4 | 1107
CCOC(=O)c1oc2ccc(S(=O)(=O)N3CCC(C)CC3)cc2c1C | 16% | -1.1 | 1080 | 1.1 | i | -12 | 5.7 | 3.0 | 9.0 | 13% | · | · | i | 15 | -3.4 | 977
CCOC(=O)c1ccc2nc(CCC(=O)N[C@H](C(=O)OC)C(C)C)c(=O)n(CC)c2c1 | 1% | -0.02 | 1280 | 1.1 | i | 0 | 2.4 | 1.6 | 9.9 | -2% | -21 | 673 | i | 24 | 2.7 | 985

Full records as entered above.
Entry for OCCn1c(SCCOc2ccccc2F)nc2ccccc21 → PMI inhibition: 8%; Insulin prom up: 0.3; Insulin prom up cell count: 1315; TNAP activators: 1.1; Autophagy mod: i; Autophagy mod cell loss 18 h: 17; MT stabilizer: 3.0; MT stabilizer Hoechst-high %: 2.5; MT stabilizer cytotoxicity %: 5.8; human PMI inhibition: 5%; Lipid droplet: -16; Lipid droplet cells 6.5 µM: 626; T cell modulator: i; T cell modulator vesicle-bound %: 14; bCat nuc transl: -0.1; bCat nuc transl cell count 5 µM: 981
Entry for COc1ccc(NC(=O)CSc2nnc(Cc3cccn3C)n2-c2ccc(OC)cc2)cc1 → PMI inhibition: 18%; Insulin prom up: 0.64; Insulin prom up cell count: 1436; TNAP activators: 1; Autophagy mod: i; Autophagy mod cell loss 18 h: -5; MT stabilizer: 2.4; MT stabilizer Hoechst-high %: 2.3; MT stabilizer cytotoxicity %: 11; human PMI inhibition: 18%; Lipid droplet: 3; Lipid droplet cells 6.5 µM: 691; T cell modulator: i; T cell modulator vesicle-bound %: 20; bCat nuc transl: -2.0; bCat nuc transl cell count 5 µM: 1095

Source: PubChem
